ST2 inh = IL1RL1 inhibition; AlphaLISA ST2-Fc/biotin-IL-33 interaction, 1 h; inhibition, % for hits at 17 µM; AID 1259354; Q01638; 78,000 compounds, 2.3% hits; in the data active = inhibition above about 30%; inconclusive = mostly about 10% to 28%
Target sequence (Q01638 whole entry, looked up): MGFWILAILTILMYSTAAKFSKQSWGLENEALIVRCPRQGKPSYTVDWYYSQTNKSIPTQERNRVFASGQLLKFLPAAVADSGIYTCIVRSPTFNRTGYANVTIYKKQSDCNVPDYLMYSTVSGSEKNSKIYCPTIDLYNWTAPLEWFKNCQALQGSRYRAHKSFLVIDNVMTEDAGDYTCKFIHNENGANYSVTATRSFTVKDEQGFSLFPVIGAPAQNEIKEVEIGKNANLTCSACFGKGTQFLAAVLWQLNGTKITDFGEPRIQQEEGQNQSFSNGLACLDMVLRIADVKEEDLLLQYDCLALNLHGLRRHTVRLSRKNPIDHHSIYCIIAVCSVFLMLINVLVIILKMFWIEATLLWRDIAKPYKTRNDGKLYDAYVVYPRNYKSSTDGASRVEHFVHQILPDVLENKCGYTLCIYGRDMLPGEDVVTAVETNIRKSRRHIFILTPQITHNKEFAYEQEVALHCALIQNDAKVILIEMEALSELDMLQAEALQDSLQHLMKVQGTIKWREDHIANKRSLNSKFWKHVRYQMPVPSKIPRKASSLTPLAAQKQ
* = called active by the depositor; i = inactive; u = inconclusive. This is a subset; count on the stated rates, not on these rows.

SMILES	ST2 inh
O=S(=O)(NC[C@H]1C[C@@H]2CCN1C[C@@H]2CN1CCN(c2ncccn2)CC1)c1ccc(Cl)cc1	u
CC(=O)Nc1ccc(-c2ccc3n(c2=O)C[C@H]2C[C@@H]3CN(C(=O)c3ccncc3)C2)cc1	i
COc1ccccc1-c1cc([C@H]2CN3CC[C@H]2C[C@@H]3CNC(=O)COc2ccccc2)n(C)n1	i
Cc1n[nH]c(C)c1CN1CCC2(CCNCC2)C1	i
O=c1cccc2n1C[C@H]1C[C@@H]2CN(C[C@H]2CN3CC[C@H]2C[C@@H]3CNC(=S)NCCN2CCOCC2)C1	i
COCCNC(=O)[C@H]1CN2CCC1C[C@@H]2Cn1cc(C2(O)CCCCC2)nn1 (stereo not given in full)	u
O=C(NCc1ccccc1)[C@H]1CN2CCC1C[C@@H]2Cn1cc(CSc2ccccc2)nn1 (stereo not given in full)	i
CCN(CC)C(=O)COc1ccc(C2C(C#N)=C(N)Oc3c2c(=O)oc2ccccc32)cc1OC (stereo not given)	i
CN1C(=O)C(=Cc2cccc(OCc3ccccc3Cl)c2)C(=O)N(C)C1=O	u
Cc1ccc(C2(CN3C[C@@H]4C[C@H](C3)c3cccc(=O)n3C4)CCNCC2)nc1	u

Reprinted from the part before: 2 compounds; new compounds follow.
SMILES	ST2 inh
CN1C(=O)C(=Cc2cccc(OCc3ccccc3Cl)c2)C(=O)N(C)C1=O	u
Cc1ccc(C2(CN3C[C@@H]4C[C@H](C3)c3cccc(=O)n3C4)CCNCC2)nc1	u
O=c1[nH]c2ccccc2c(=O)n1-c1ccc(Cl)cc1	i
O=c1c(-c2cccc(C(F)(F)F)c2)ccc2n1C[C@H]1C[C@@H]2CN(Cc2cccs2)C1	i
O=S(=O)(NC[C@H]1C[C@@H]2CCN1C[C@@H]2CN1CCCCC1)c1cccs1	i
Cc1cc(N2CCOCC2)nc2ccc(NC(=O)CCC(=O)N3CCC4(CC3)OCCO4)cc12	i
COc1ccc2n[nH]c(CN3C[C@@H]4[C@H](C3)[C@H]3CC[C@@H]4O3)c2c1	i
CC(=O)[C@H]1CC[C@H]2[C@@H]3CC[C@H]4C[C@H](O)CC[C@]4(C)[C@H]3C(=O)C[C@]12C	i
CC(Cn1cncn1)NCCN1CCc2ccccc21 (stereo not given)	u
Cc1nc(C)n(CCCNC(C)Cc2ccccc2F)n1 (stereo not given)	i
CCCNC(=O)CN1CCCN(Cc2cccc(Cl)c2)S1(=O)=O	u
CSc1ccc(-c2ccc(=O)n3c2[C@@H]2C[C@@H](CN(C(=O)C4CCCCC4)C2)C3)cc1	i
COc1ccc(CN2CCN(c3ccccc3F)CC2)cc1OC	i
CCCS(=O)(=O)N1C[C@@H]2C[C@H](C1)c1c(-c3ccc4ccccc4c3)ccc(=O)n1C2	i
c1cc2c(c(-c3nccc4[nH]ccc34)c1)CCNC2	i
CC(NC(C)(C)C)C(=O)c1cccc(Cl)c1 (stereo not given)	i
COc1ccc(CN2CCN(c3ccc(F)cc3)CC2)c(OC)c1	i
CN(C)CC(=O)N1C[C@@H]2C[C@H](C1)c1ccc(-c3cccc(C(F)(F)F)c3)c(=O)n1C2	i
COc1ccc(N=C(C)c2c(O)[nH]c(=O)[nH]c2=O)cc1	i
CC[C@H]1CN2CC[C@H]1C[C@@H]2CNC(=O)Nc1ccc(C(C)(C)C)cc1	i
O=C1OC(c2ccc(Br)cc2)=N/C1=C\N1CC2CC(C1)c1cccc(=O)n1C2 (stereo not given)	u
CC(C)(C)c1cn(C[C@H]2CC3CCN2C[C@@H]3C(=O)NCc2ccc3c(c2)OCO3)nn1 (stereo not given in full)	i
Nc1ccc(Cl)cc1C(=O)c1ccccc1	u
O=C(Nc1nccs1)c1cccn(Cc2cccc(Cl)c2)c1=O	u
COc1ccc(-c2cc([C@H]3CN4CC[C@H]3C[C@@H]4CN)n(C)n2)cc1	i
CC(C)Oc1cccnc1N(C)C1CCN(Cc2ccccc2)CC1	i
COc1ccc(-c2cc([C@H]3CN4CC[C@H]3C[C@@H]4CNC(=O)CCCC(=O)O)n(C)n2)cc1	i
O=C(c1cccs1)N1C[C@@H]2C[C@H](C1)c1c(/C=C/c3ccc(Cl)cc3)ccc(=O)n1C2	i
O=C1NC(=O)C2(C(=O)N1)C(c1cccs1)NC(=O)NC2c1cccs1 (stereo not given)	i
CCOC(=O)c1nc2ccccc2c(=O)n1-c1cc(Cl)c(OC)cc1OC	i
CN1CCC(O)(c2ccccc2)C(C(=O)c2ccccc2)C1 (stereo not given)	i
C#C[C@H]1CN2CC[C@H]1C[C@@H]2CNC(=S)Nc1cccc2ccccc12	i
OC12CCCCC1C(c1ccccc1)NCC2 (stereo not given)	i
Cc1ccc(CN2CCCN(CC(=O)N3CCCC3)S2(=O)=O)cc1	i
CC(C)(C)c1ccc(-c2cn(C[C@H]3CC4CCN3C[C@@H]4C(=O)Nc3ccccc3)nn2)cc1 (stereo not given in full)	u
CCC(CC)c1cc([C@H]2CN3CC[C@H]2C[C@@H]3CNC(=O)c2cccs2)nc(-c2ccncc2)n1	u
COc1ccc(/C=C/c2nc3ccccc3c(=O)n2-c2ccccc2[N+](=O)[O-])cc1	44.0%*
CCc1ccc(CN2CCN(C(C)C)CC2)cc1	i
CSCC(=O)Nc1ccc2n(c1=O)C[C@@H]1CNC[C@H]2C1	i
COC(=O)c1cccc(NC(=S)NC[C@H]2C[C@@H]3CCN2C[C@@H]3c2cc(-c3ccccc3OC)nn2C)c1	i
COc1ccc(S(=O)(=O)N2C[C@@H]3C[C@H](C2)c2c(-c4ccccc4F)ccc(=O)n2C3)cc1	i
CCN1C(=O)NC(=O)/C(=C\c2cn(CC(=O)NCc3ccco3)c3ccccc23)C1=O	u
O=c1ccc(-c2ccccc2F)c2n1C[C@H]1C[C@@H]2CN(S(=O)(=O)c2cccs2)C1	i
COc1ccc(N2CCN(Cc3cccc([N+](=O)[O-])c3)CC2)cc1	i
O=C(Nc1ccc2n(c1=O)C[C@H]1C[C@@H]2CN(C(=O)c2cccnc2)C1)c1ccc(F)cc1	i
C=CCN(C)C[C@H]1CN2CC[C@H]1C[C@@H]2CNC(=S)NCc1ccco1	i
CC(C)(N)Cc1cc2ccccc2[nH]1	u
CC(=O)C1=C(C)OC(N)=C(C#N)C12C(=O)Nc1ccccc12 (stereo not given)	i
Cc1nn(CCNC(C)Cn2ccnc2)c(C)c1Cl (stereo not given)	i
Cc1cccc(CN2CCN(c3ccccc3)CC2)c1	u
O=S(=O)(c1ccc(O)cc1)c1ccc(O)cc1	i
CCC(C)C1NC(=O)C(C(C)=O)=C1O (stereo not given)	u
(cont.)
SMILES	ST2 inh
CN(C)CC(=O)N1C[C@@H]2C[C@H](C1)c1ccc(-c3ccc4ccccc4c3)c(=O)n1C2	i
O=C(CCC(F)(F)F)N1CCCC2(CCNC2)C1 (stereo not given)	i
CN(C)c1ccc(C2N(c3ccccn3)C(=O)C3CCCN32)cc1 (stereo not given)	i
COc1ccccc1CN1CCN(c2cc(C)ccc2C)CC1	i
O=S(=O)(NC[C@H]1C[C@@H]2CCN1C[C@@H]2CN1CCSCC1)c1ccccc1	i
Cc1ccc(CN2CCN(c3cccc(C)c3C)CC2)cc1	i
Brc1cccc(CN2CCN(Cc3ccc4c(c3)OCO4)CC2)c1	i
COc1ccc(CN2CCN(c3ccccc3F)CC2)c(OC)c1	i
COc1cccc([C@@H]2CCN(CCC(C)(C)C)C[C@H]2O)c1	u
O=C(Cc1ccc(Cl)c(Cl)c1)N1CCCCC1CN1CCCC1 (stereo not given)	u
COc1ccc(CN2CCN(c3ccccc3)CC2)c(OC)c1C	u
O=C(c1ccn2nnnc2c1)N1CCC2(CCCNC2)C1 (stereo not given)	u
CN1CCc2cc(O)cc3c2[C@H]1Cc1ccc(O)c(O)c1-3	u
O=C(O)CC(O)C(Cl)(Cl)Cl (stereo not given)	i
O=C(NCc1ccco1)[C@H]1CN2CCC1C[C@@H]2Cn1cc(CO)nn1 (stereo not given in full)	i
C=C[C@H]1CN2CC[C@H]1C[C@@H]2CNS(=O)(=O)c1ccc2ccccc2c1	u
Nc1c2c(nc3sc4c(c13)CCCC4)CCCC2	u
S=C(NCCN1CCOCC1)NC[C@H]1C[C@@H]2CCN1C[C@@H]2CN1CCCCC1	i
O[C@@]12C[C@@H]([C@H]3CO[C@@H]1O3)n1c(nc3ccccc31)N2	i
CSc1ccc(-c2ccc(=O)n3c2[C@@H]2C[C@@H](CN(C(=O)c4ccccc4)C2)C3)cc1	i
NCCCP(=O)(O)O	i
COc1ccc2[nH]cc(CCNCCSS(=O)(=O)O)c2c1	i
COCCNC(=O)[C@H]1CN2CCC1C[C@@H]2Cn1cc(-c2ccc(-c3ccccc3)cc2)nn1 (stereo not given in full)	i
CCOC(=O)Cc1csc(NC(=O)c2cccn(Cc3ccccc3Cl)c2=O)n1	i
CC(C)NC(=O)CN1CCCN(Cc2cccc(Cl)c2)S1(=O)=O	u
CN(C)Cc1cc(Cl)ccc1OC(=O)N(C)C	i
COc1ccc(C23CCC(=O)C=C2N(C)CC3)cc1OC (stereo not given)	u
O=C(O)C(c1c(O)c2ccccc2oc1=O)c1c(O)c2ccccc2oc1=O	i
Nc1n[nH]c(Cc2nc(N)n[nH]2)n1	i
CCN(CC)C(=O)c1ccc(NC(C)=O)cc1	i
COc1ccc(-c2cc([C@H]3CN4CC[C@H]3C[C@@H]4CNC(=O)Nc3cccc4ccccc34)n(C)n2)cc1OC	i
COc1cc(CN2CCN(Cc3ccccc3)CC2)ccc1O	u
CN(CCc1ccccn1)C[C@H]1CN2CC[C@H]1C[C@@H]2CNC(=O)Nc1ccccc1	i
O=C(c1cccs1)N1C[C@@H]2C[C@H](C1)c1c(-c3cncnc3)ccc(=O)n1C2	i
Cn1nc(-c2ccccc2)cc1[C@H]1CN2CC[C@H]1C[C@@H]2CNC(=O)N1CCOCC1	u
O=C(NC[C@H]1C[C@@H]2CCN1C[C@@H]2CN1C[C@@H]2C[C@H](C1)c1cccc(=O)n1C2)c1ccc(C(F)(F)F)cc1	i
Cn1nc(-c2ccc(F)cc2)cc1[C@H]1CN2CC[C@H]1C[C@@H]2CNC(=O)Nc1ccccc1	u
c1ccc2c(c1)[I+]c1ccccc1-2	i
C=CCN(C(=O)CN1C(=O)C(C)N=C(c2ccccc2)c2ccccc21)c1ccccc1 (stereo not given)	u
Cc1ccccc1N1CCN(Cc2cccc(F)c2)CC1	u
COc1ccc(CN2CCN(c3cccc(OC)c3)CC2)cc1	u
Fc1ccccc1N1CCN(Cc2ccc3c(c2)OCO3)CC1	i
CNc1ncccc1C(=O)N1CCC2(CCN(C)C2)CC1	i
COc1ccc(-c2cc([C@H]3CN4CC[C@H]3C[C@@H]4CNC(=O)c3cccs3)nc(C)n2)cc1OC	u
Cc1ccc(CN2CCN(C)CC2)cc1	i
O=C1NC(=O)C(CCc2ccncc2)(CCc2ccncc2)C(=O)N1c1ccccc1	i
CS(=O)(=O)N1CC(=O)Nc2ccc(Br)cc2C1c1ccccc1 (stereo not given)	i
Fc1ccc(CN2CCN(c3cccc(Cl)c3)CC2)cc1	i
O=C(Nc1ccc2n(c1=O)C[C@H]1C[C@@H]2CN(C(=O)Nc2ccc(F)cc2)C1)c1ccco1	i
N#CC1=C(N)Oc2c(c(=O)oc3ccccc23)C1c1ccc(F)cc1 (stereo not given)	i
(continued)
SMILES	ST2 inh
CN(C)C(=O)[C@H]1CN2CC[C@H]1C[C@@H]2Cn1cc(-c2ccc(C(C)(C)C)cc2)nn1	i
CC(C)NC(=O)NC[C@H]1C[C@@H]2CCN1C[C@@H]2CN1CCSCC1	u
CC(Cc1ccccn1)N(C)Cc1cc2c(cc1Cl)OCO2 (stereo not given)	i
O=C1NC(=O)C(Cc2ccc(F)cc2)C(=O)N1	u
Cn1nc(C2CCCCC2)cc1[C@H]1CN2CC[C@H]1C[C@@H]2CNS(=O)(=O)c1ccccc1	i
COc1ccc(-c2cn(C[C@H]3C[C@@H]4CCN3C[C@@H]4C(=O)NC3CC3)nn2)cc1	u
CS(=O)(=O)CC(=O)N1CCCC2(CCNC2)C1 (stereo not given)	i
COc1cc(CN2CCN(c3cccc(Cl)c3)CC2)cc(Br)c1O	u
CCN(CCNc1ccc([N+](=O)[O-])c2cccnc12)S(=O)(=O)c1ccccc1	i
O=[N+]([O-])c1ccccc1CN1CCN(Cc2ccccc2)CC1	u
CN(Cc1ccccc1)Cc1cn(C[C@H]2CC3CCN2C[C@@H]3C(=O)NCc2ccc(F)cc2)nn1 (stereo not given in full)	i
CN(C)C(=O)[C@H]1CN2CC[C@H]1C[C@@H]2Cn1cc(COc2ccccc2)nn1	i
O=C(c1cnccn1)N1C[C@@H]2C[C@H](C1)c1c(-c3cccs3)ccc(=O)n1C2	i
COc1ccc(C(=O)OC2CC3CCC(C2)[N+]3(C)[O-])cc1OC (stereo not given)	i
CCc1ccc(CN2CCN(C)CC2)cc1	i

Entries above that contain a Cl atom, in the order listed:
SMILES	ST2 inh
O=S(=O)(NC[C@H]1C[C@@H]2CCN1C[C@@H]2CN1CCN(c2ncccn2)CC1)c1ccc(Cl)cc1	u
CN1C(=O)C(=Cc2cccc(OCc3ccccc3Cl)c2)C(=O)N(C)C1=O	u
O=c1[nH]c2ccccc2c(=O)n1-c1ccc(Cl)cc1	i
CCCNC(=O)CN1CCCN(Cc2cccc(Cl)c2)S1(=O)=O	u
CC(NC(C)(C)C)C(=O)c1cccc(Cl)c1 (stereo not given)	i
Nc1ccc(Cl)cc1C(=O)c1ccccc1	u
O=C(Nc1nccs1)c1cccn(Cc2cccc(Cl)c2)c1=O	u
O=C(c1cccs1)N1C[C@@H]2C[C@H](C1)c1c(/C=C/c3ccc(Cl)cc3)ccc(=O)n1C2	i
CCOC(=O)c1nc2ccccc2c(=O)n1-c1cc(Cl)c(OC)cc1OC	i
Cc1nn(CCNC(C)Cn2ccnc2)c(C)c1Cl (stereo not given)	i
O=C(Cc1ccc(Cl)c(Cl)c1)N1CCCCC1CN1CCCC1 (stereo not given)	u
O=C(O)CC(O)C(Cl)(Cl)Cl (stereo not given)	i
CCOC(=O)Cc1csc(NC(=O)c2cccn(Cc3ccccc3Cl)c2=O)n1	i
CC(C)NC(=O)CN1CCCN(Cc2cccc(Cl)c2)S1(=O)=O	u
CN(C)Cc1cc(Cl)ccc1OC(=O)N(C)C	i
Fc1ccc(CN2CCN(c3cccc(Cl)c3)CC2)cc1	i
CC(Cc1ccccn1)N(C)Cc1cc2c(cc1Cl)OCO2 (stereo not given)	i
COc1cc(CN2CCN(c3cccc(Cl)c3)CC2)cc(Br)c1O	u

High-throughput results (PubChem)
